Compound activity as filed in PubChem.
HSP90 refold inh = inhibitors of HSP90 luciferase refolding in rabbit reticulocyte lysate; luciferase refolding luminescence, 3 h; inhibition, % at 5.6 µM; actives 0.91% (n = 290,000);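 active = inhibition above the screen-wide mean plus 3 SD, computed separately per campaign, cut at about 16% in these data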;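 also: 0% = DMSO wells and 100% = 60 µM geldanamycin wells; inhibitors lower the luminescence because luciferase stays unfolded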
KLF5 inh = suppresses KLF5 promoter-driven expression; DLD-1 KLF5 promoter-luciferase reporter, luminescence; inhibition, % at 5 µM; actives 0.23% (n = 290,000); AID 1700;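 active = inhibition above a per-plate limit of that plate's mean compound inhibition plus 3 SD, cut at about 60% in these data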;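 also: 0% = DMSO wells and 100% = LY294002 at 200 µM; higher means less KLF5 promoter-driven luciferase light; inactives centre near -14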
GSK3 alpha inh = human GSK-3 alpha kinase inhibition. P49840. ADP-Glo luminescence, 60 min. inhibition, % at 10 µM. actives 0.1% (n = 320,000);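 in the data active = inhibition above about 50%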;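 also: GST-tagged GSK-3 alpha with peptide substrate and 25 µM ATP; 0% = DMSO neutral wells and 100% = GW8510 positive control wells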
Target sequence (P49840 whole entry, looked up): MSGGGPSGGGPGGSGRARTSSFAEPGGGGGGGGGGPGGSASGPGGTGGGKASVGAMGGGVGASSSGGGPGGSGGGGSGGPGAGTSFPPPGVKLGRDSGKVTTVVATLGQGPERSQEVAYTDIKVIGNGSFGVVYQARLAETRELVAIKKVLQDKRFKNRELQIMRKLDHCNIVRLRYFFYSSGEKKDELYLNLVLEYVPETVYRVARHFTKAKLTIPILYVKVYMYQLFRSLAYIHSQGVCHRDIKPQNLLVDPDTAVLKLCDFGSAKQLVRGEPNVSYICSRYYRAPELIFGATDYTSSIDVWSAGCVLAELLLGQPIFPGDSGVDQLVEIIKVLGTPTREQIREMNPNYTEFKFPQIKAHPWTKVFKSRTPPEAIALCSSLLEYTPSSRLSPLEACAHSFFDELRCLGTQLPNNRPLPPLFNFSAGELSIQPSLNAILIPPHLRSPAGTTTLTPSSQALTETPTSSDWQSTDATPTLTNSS
HSF1 inh = HSF1 inhibition; activity change, negative = inhibition, % at 7.5 µM (by protocol); NIH3T3-HGL HSE-luciferase, MG132-induced, luminescence 8 h; hits give low values; actives 0.77% (n = 300,000);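 active = more than half of replicate wells show activity change below -50%, luminescence cut by over half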;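 also: luciferase reports HSF-1 transcriptional activity via heat shock element; 0% = median of DMSO wells and -100% = zero luminescence signal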
PolyA inh = inhibitors of polyadenylation in S. cerevisiae. S. cerevisiae SKY197-pL101 polyadenylation reporter, beta-gal luminescence; efflux-impaired pdr1/pdr3 knockout yeast; score 100 = 6 SD above DMSO. calls only at 12 µM. actives 0.02% (n = 300,000);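 active = lowest replicate activity score at least 50, where 100 means six control SD above control mean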;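 also: yeast exposed to compound for 9 h at 30 °C; higher score means more reporter readthrough which indicates perturbed polyadenylation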
AI-2 QS modul = modulators of Vibrio harveyi AI-2 quorum sensing system. Vibrio harveyi JMH597 AI-2 luminescence/OD600 ratio, 9 h; hits give low values; strain lacks LuxN and CqsS sensors; 0 = neutral-control median. activity change, % at 7.5 µM. actives 0.4% (n = 300,000). AID 2094; in the data active = activity change below about -75%, passing the limit was not always enough;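 also: luminescence divided by OD600 gain over 9 h not by final OD600 alone; inactives centre near 13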
IEC-6 cytotox = kills IEC-6 intestinal cells in KLF5 counter-screen; IEC-6 cytotoxicity, luminescence viability; inhibition, % at 5 µM; actives 0.78% (n = 290,000); AID 1825; in the data active = inhibition above about 22%;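 also: 0% = plate median of test compound wells and 100% = cytotoxic reference compound wells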
aSyn 5UTR inh = MLPCN primary screen, SNCA 5' untranslated region. actives 0.82% (n = 300,000). alpha-synuclein 5'UTR reporter, inhibitor activity. inhibition, % (tested at 7.5 µM); in the data active = inhibition above about 60%;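 also: H4 neuroglioblastoma cells stably carrying SNCA 5'UTR luciferase fusion; 0% = DMSO wells and 100% = positive control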
GSK3beta inhib = inhibitors of human GSK3beta kinase | activity score (negative = inhibition), % at 10 µM | actives 0.038% (n = 300,000) | AID 2097 | GST-GSK3beta kinase, ADP-Glo luminescence, 60 min; hits give low values | P49841;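 active = more than half of replicate wells score below -50%, meaning over 50% inhibition versus plate controls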;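 also: 0% = median DMSO wells and -100% = median GW8510 positive control wells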
Target sequence (P49841 whole entry, looked up): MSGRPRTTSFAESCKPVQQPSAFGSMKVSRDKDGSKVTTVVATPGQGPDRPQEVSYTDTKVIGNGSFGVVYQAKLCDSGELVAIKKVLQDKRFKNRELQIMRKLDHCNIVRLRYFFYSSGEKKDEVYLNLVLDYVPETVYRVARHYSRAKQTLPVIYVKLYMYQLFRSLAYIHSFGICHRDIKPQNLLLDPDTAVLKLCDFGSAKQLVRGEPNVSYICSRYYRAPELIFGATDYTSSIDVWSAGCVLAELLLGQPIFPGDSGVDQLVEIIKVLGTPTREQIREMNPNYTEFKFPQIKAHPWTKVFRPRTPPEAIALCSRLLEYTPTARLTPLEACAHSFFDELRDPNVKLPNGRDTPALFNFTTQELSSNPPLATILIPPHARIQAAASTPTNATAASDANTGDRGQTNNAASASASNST
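Test system: GST-fused GSK3beta enzyme, cell-free | Quantity: 1.6 ng GST-GSK3beta enzyme per well | Reagent: 25 µM ATP with peptide substrate | Schedule: 60 min enzyme reaction, room temperature | Signal: Luminescent ADP-Glo measurement of ADP formed | Read-out basis: Score relative to plate controls | Control set: DMSO and 20 µM GW8510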
HSF-1 act = increases HSF-1 driven luciferase reporter signal; NIH3T3-HGL HSF-1 luciferase reporter, MG132, 8 h; 100% = twice DMSO control signal; activation, % at 9 µM; actives 1.7% (n = 300,000); AID 504408;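 active = mean replicate activation of at least 50% with a set share of replicates each reaching 50%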;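 also: 0% = median of the neutral control wells and 100% = twice that signal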
The depositor's hits bear a star; i = inactive; x = no result given.

SMILES	HSP90 refold inh	KLF5 inh	GSK3 alpha inh	HSF1 inh	PolyA inh	AI-2 QS modul	IEC-6 cytotox	aSyn 5UTR inh	GSK3beta inhib	HSF-1 act
Cc1cc(=O)n2c(n1)NC(Nc1cccc(C)c1C)=NC2c1ccc(F)cc1 (stereo unspecified)	7	9	0	7	i	13	0	-12	0	44
CN(C(=O)CSc1nc(O)cc(=O)n1C1CCCC1)c1ccccc1	2	-8	-5	-2	i	-1	-2	0	0	-1
S=C1SCN(Cc2cccnc2)CN1Cc1ccccc1	-2	-43	7	1	i	24	-4	-23	0	5
COc1ccc(OC)c(NC(=O)CCc2nnc3ccc(N4CCC(C)CC4)nn23)c1	-7	-3	-1	3	i	22	0	-3	1	1
Cc1cccc(NC(=O)NCCN2CCCCC2)c1	25*	-26	0	-11	i	16	-5	5	2	-2
COc1ccc(C(=O)Nc2ccc(S(=O)(=O)Nc3nccnc3OC)cc2)cc1OC	-1	-5	-3	x	x	x	0	x	x	x
COC1C=CC(CNC(=O)c2cc3c(=O)n4cccc(C)c4nc3n2C)(OC)O1 (stereo unspecified)	3	-23	-2	-2	i	10	-2	-4	0	11
Cc1cc(C(=O)N/N=C(\CCC(=O)O)c2cccs2)c2ccccc2n1	3	6	-8	-4	i	12	10	4	3	-3
COc1ccccc1NC(=S)NCc1ccc2c(c1)cc(C)n2C	0	-11	2	4	i	0	1	-29	2	-7
C/C=C/c1ccc(Oc2nnnn2-c2ccc(C(=O)O)cc2)c(OC)c1	3	-7	-3	-3	i	33	1	4	1	-6
Cc1csc(NC(=O)c2cccc(C)c2C)n1	6	-75	0	8	i	30	2	-155	-1	13
O=C(COC(=O)Cc1cccc(C(F)(F)F)c1)NC1CCS(=O)(=O)C1 (stereo unspecified)	x	x	0	-7	i	6	x	-16	3	-7
COc1cc(C(CCN2CCCCC2)c2c(OC)cc(OC)c3c(C)cc(=O)oc23)cc(OC)c1OC (stereo unspecified)	x	x	0	2	i	-2	x	24	1	-10
Oc1ccc(O)c(-c2cnns2)c1	-5	-10	6	36	i	19	-9	-71	-4	42
Cc1cc(NC(=O)COc2ncnc3sc(C)c(C)c23)no1	3	3	x	-8	i	-38	-2	-9	0	17
COc1ccccc1C(=O)COC(=O)c1nc2nc(C)cc(C)n2n1	x	x	0	1	i	4	x	-14	-5	4
O=C(Cn1cnc2sc3c(c2c1=O)CCCC3)NCC(=O)Nc1c(F)cccc1F	-1	-28	0	0	i	0	0	4	-1	-1
COc1cccc(N2CCN(C(C)C(=O)NC34CC5CC(CC(C5)C3)C4)CC2)c1 (stereo unspecified)	-2	-30	-3	12	i	33	-3	4	-1	8
CCCC(=O)N=c1sc2cccc(F)c2n1C	0	-9	0	6	i	20	3	-77	0	15
COc1ccc(C2CC(c3ccc(Cl)cc3Cl)Nc3nc(N)nn32)cc1OC (stereo unspecified)	-3	23	x	-6	i	-2	-4	3	-4	4

Reprinted from above, 11 compounds:
SMILES	HSP90 refold inh	KLF5 inh	GSK3 alpha inh	HSF1 inh	PolyA inh	AI-2 QS modul	IEC-6 cytotox	aSyn 5UTR inh	GSK3beta inhib	HSF-1 act
COc1ccccc1NC(=S)NCc1ccc2c(c1)cc(C)n2C	0	-11	2	4	i	0	1	-29	2	-7
C/C=C/c1ccc(Oc2nnnn2-c2ccc(C(=O)O)cc2)c(OC)c1	3	-7	-3	-3	i	33	1	4	1	-6
Cc1csc(NC(=O)c2cccc(C)c2C)n1	6	-75	0	8	i	30	2	-155	-1	13
O=C(COC(=O)Cc1cccc(C(F)(F)F)c1)NC1CCS(=O)(=O)C1 (stereo unspecified)	x	x	0	-7	i	6	x	-16	3	-7
COc1cc(C(CCN2CCCCC2)c2c(OC)cc(OC)c3c(C)cc(=O)oc23)cc(OC)c1OC (stereo unspecified)	x	x	0	2	i	-2	x	24	1	-10
Oc1ccc(O)c(-c2cnns2)c1	-5	-10	6	36	i	19	-9	-71	-4	42
Cc1cc(NC(=O)COc2ncnc3sc(C)c(C)c23)no1	3	3	x	-8	i	-38	-2	-9	0	17
COc1ccccc1C(=O)COC(=O)c1nc2nc(C)cc(C)n2n1	x	x	0	1	i	4	x	-14	-5	4
O=C(Cn1cnc2sc3c(c2c1=O)CCCC3)NCC(=O)Nc1c(F)cccc1F	-1	-28	0	0	i	0	0	4	-1	-1
COc1cccc(N2CCN(C(C)C(=O)NC34CC5CC(CC(C5)C3)C4)CC2)c1 (stereo unspecified)	-2	-30	-3	12	i	33	-3	4	-1	8
CCCC(=O)N=c1sc2cccc(F)c2n1C	0	-9	0	6	i	20	3	-77	0	15

(more compounds)
SMILES	HSP90 refold inh	KLF5 inh	GSK3 alpha inh	HSF1 inh	PolyA inh	AI-2 QS modul	IEC-6 cytotox	aSyn 5UTR inh	GSK3beta inhib	HSF-1 act
Cc1ccc(CNC(=O)CN(c2ccc(C)cc2)S(=O)(=O)c2c(C)nn(C)c2C)cc1	-6	-11	-2	0	i	13	-10	-28	-1	20
Cc1ccc(-n2cnc3ncnc(-c4ccccc4)c32)cc1	2	-16	2	1	i	16	5	13	0	-6
Cc1cccc(C)c1NC(=O)CC(C)c1ccccc1 (stereo unspecified)	-1	-21	-2	3	i	12	-3	-7	-1	-7
CC1CCC(C(=O)NC(C(=O)NCCN2CCC(C)CC2)C(C)C)CC1 (stereo unspecified)	2	-5	x	-7	i	6	0	-4	-1	5
CC(=O)Nc1scc(-c2ccccc2)[n+]1-c1ccc(C)cc1	0	-32	0	-7	i	17	0	-26	0	8
O=C(NCc1ccccc1)/C(=C\c1ccc([N+](=O)[O-])cc1)NC(=O)c1ccco1	3	-31	2	3	i	5	6	-5	-1	-9
Cc1cc(Br)ccc1SCC(=O)OCC(=O)NC(C)c1ccccc1 (stereo unspecified)	3	-41	-3	-5	i	31	1	4	0	7
CCCc1nnc(SCC(=O)N2CCOCC2)n1C	-3	-15	2	0	i	10	-3	21	-20	-10
Cc1oc2cc3oc(=O)c(CCC(=O)N[C@H](C(=O)O)C(C)C)c(C)c3cc2c1C	1	0	2	-9	i	12	6	-4	-2	-5
CN1C(=O)/C(=N/OC(=O)c2ccccc2Br)c2ccccc21	0	-8	-3	-5	i	31	0	17	-1	9
Cn1c(N)c(C(=O)CSc2ccc3c(c2)OCCO3)c(=O)n(C)c1=O	0	8	1	-4	i	31	3	-36	-4	-9
N=C1C(c2nc3ccccc3[nH]2)=C(O)CN1c1ccc(CC(=O)O)cc1	0	2	4	-54*	i	10	0	5	4	-63
Cc1cccc(NC(=O)CCCn2c(=S)[nH]c3ccccc3c2=O)c1	-2	-29	-5	2	i	3	-4	-8	-2	-10
CCN(c1ccc(OC)cc1)S(=O)(=O)N1CCCC(C(=O)NCc2cccc(C)c2)C1 (stereo unspecified)	-1	5	-1	0	i	0	-2	15	2	-9
COc1ccc(CC(=O)NNC(=O)c2cnccn2)cc1	1	-7	1	3	i	19	-4	-4	1	-4
CCc1ccc(OCC(O)CN2CCN(CCO)CC2)cc1 (stereo unspecified)	-1	-8	-1	-2	i	17	-1	-1	-1	5
COc1ccccc1N1CCN(CC(=O)c2c(N)n(C)c(=O)n(C)c2=O)CC1	-4	-6	-1	1	i	10	0	9	-1	-11
Cc1ccccc1OC1=NS(=O)(=O)c2ccccc21	1	-25	-1	3	i	-1	1	-24	-1	20
CCCSC1=C(C#N)C(c2cccs2)CC(=O)N1 (stereo unspecified)	1	-13	1	16	i	12	2	13	-1	12
COc1cccc(-c2cc(C(F)(F)F)nc(-n3cc(C)cn3)n2)c1	1	-10	x	-1	i	13	4	-2	-2	27
CCOC(=O)C1=C(O)C(=O)N(Cc2ccc(C(C)(C)C)cc2)CC1	2	-14	-2	-4	i	11	8	-5	-1	-3
Cc1cccc(NC(=O)c2nnn(-c3cccc(C(F)(F)F)c3)c2N)c1	-7	-11	2	13	i	20	-9	-19	1	10
Cc1sc(NC(=O)CN(C(=O)c2ccccc2F)C2CCCC2)c(C(N)=O)c1C	3	-5	-2	-4	i	30	-4	-6	2	7
Cc1ccc(-n2ncc(C#N)c2/N=C/N(C)C)cc1	4	6	2	-5	i	6	7	4	0	23
COc1cccc(NC(=O)N2CCCC(C(=O)NCc3ccc(F)cc3)C2)c1 (stereo unspecified)	-4	-14	-2	7	i	18	5	-21	-4	24
COc1ccc(NC(=O)N(Cc2cc3ccc(OC)cc3[nH]c2=O)CC2CCCO2)cc1 (stereo unspecified)	-13	0	6	-9	i	7	1	3	-1	5
CCN(CC(=O)Nc1c(F)cccc1F)C(=O)c1cccc(S(=O)(=O)N2CCc3ccccc3C2)c1	x	x	1	-3	i	22	x	-1	0	8
CN(CC(O)Cn1cnc2c1c(=O)n(C)c(=O)n2C)c1ccccc1 (stereo unspecified)	5	-3	-1	1	i	x	2	33	x	7
CN1CCN(c2ccccc2NC(=O)c2cc3ccccc3o2)CC1	-3	-2	17	12	i	2	-4	-36	-6	33
CCCCc1ccc(NC(=O)C(=O)NCCN2CCN(Cc3ccc([N+](=O)[O-])cc3)CC2)cc1	1	-17	-3	-6	i	10	2	37	0	3
Cc1cccc(OCCC(=O)Nc2ccc(F)c(F)c2)c1	-4	-15	0	-3	i	-38	-5	26	-11	-9
COc1ccc(CN(C)CC(=O)NC(=O)NCc2ccccc2)c(OC)c1	5	-16	1	-6	i	-6	5	7	22	14
CCOC(=O)c1c(NC(=O)c2ccoc2C)sc(C)c1C	3	0	-4	-4	i	6	8	10	1	-14
COc1ccccc1C(=O)NC(=S)Nc1ccc(NC(=O)c2ccco2)cc1	1	-24	-2	-12	i	6	-5	-18	3	-11
C#CCSc1nnc(-c2ccccc2)c(=O)[nH]1	1	-18	-3	-10	i	32	5	5	2	3
COCCn1c(-c2ccc(OC)cc2)nc2oc3cc(OC)ccc3c(=O)c2c1=O	-3	-10	-1	-6	i	25	0	28	-2	16
O=c1[nH]c2ccc(NC(=S)Nc3ccccc3)cc2[nH]1	-1	-32	0	1	i	37	1	6	-7	4
CCc1nnc(NC(=O)C2CCCN(S(=O)(=O)c3ccc(OC)cc3)C2)s1 (stereo unspecified)	-3	-18	0	x	i	2	1	0	2	x

A portion of the library (hit frequency here may not be typical).
